TDP1 cell noCPT: qHTS for Inhibitors of human tyrosyl-DNA phosphodiesterase 1 (TDP1): qHTS in cells in absence of CPT; AID 686978, 2013; 15% of 420,000 active; DT40 Tdp1-/- hTDP1 cells, no CPT, ATP luminescence, 48 h; Potency, µM (top dose mostly 46.2 µM), for inactives: at the top dose activity change, negative = growth inhibition, most hits filed as inhibitors; further: nearly all actives have a fitted effect of over 55% in size
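Luminescent ATP content (CellTiter-Glo) served as the growth readout. Knockout chicken DT40 cells expressing human TDP1 were exposed to compounds without camptothecin for a minimum 48 hr at 37 °C.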
DT40 TDP1 CPT: qHTS for Inhibitors of human tyrosyl-DNA phosphodiesterase 1 (TDP1): qHTS in cells in presence of CPT; Potency, µM (top dose mostly 46.2 µM), for the others: top-dose activity change, negative = growth inhibition, hits mostly inhibitors; chicken DT40 Tdp1-/-;hTDP1 cells + 20 nM CPT, ATP luminescence, 48 h; 12% of 420,000 active; AID 686979, 2013; further: nearly all actives have a fitted effect of over 55% in size
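Chicken DT40 Tdp1-/- cells stably complemented with human TDP1 were seeded at 400 cells/well in medium containing 20 nM camptothecin, exposed to pin-transferred compounds, and grown at 37 °C for at least 48 hr. Viability was read as ATP luminescence.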
TDP1 inh: qHTS Assay for Inhibitors of Tyrosyl-DNA Phosphodiesterase (TDP1); Potency, µM (top dose mostly 130 µM), without a hit: at the highest dose activity change, negative = inhibition, actives largely listed as inhibitors; Tyrosyl-DNA phosphodiesterase 1 (Homo sapiens), Q9NUW8; 0.28% of 350,000 active; recombinant TDP1, AlphaScreen DNA substrate cleavage; AID 485290, 2010; further: nearly all actives have a fitted effect of over 40% in size
Target sequence (Q9NUW8 whole entry, looked up): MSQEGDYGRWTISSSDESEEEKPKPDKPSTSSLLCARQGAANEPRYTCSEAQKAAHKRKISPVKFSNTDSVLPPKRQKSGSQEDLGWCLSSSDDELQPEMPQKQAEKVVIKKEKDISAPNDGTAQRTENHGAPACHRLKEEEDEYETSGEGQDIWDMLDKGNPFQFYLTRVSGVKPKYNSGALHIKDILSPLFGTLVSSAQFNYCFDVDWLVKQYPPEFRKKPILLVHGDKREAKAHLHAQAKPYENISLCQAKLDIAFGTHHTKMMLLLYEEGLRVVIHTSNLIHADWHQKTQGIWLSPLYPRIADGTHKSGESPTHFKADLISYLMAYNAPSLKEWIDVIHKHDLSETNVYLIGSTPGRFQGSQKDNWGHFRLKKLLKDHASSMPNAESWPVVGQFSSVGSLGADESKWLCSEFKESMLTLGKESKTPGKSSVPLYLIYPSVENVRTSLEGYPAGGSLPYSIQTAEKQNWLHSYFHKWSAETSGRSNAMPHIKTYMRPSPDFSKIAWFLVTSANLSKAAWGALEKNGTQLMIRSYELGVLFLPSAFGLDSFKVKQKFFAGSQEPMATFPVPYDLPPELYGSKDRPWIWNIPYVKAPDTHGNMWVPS
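E. coli-derived human Tdp1, 1 nM final. Cpd preinc 15 min RT; substrate 15 nM final, 5 min RT; AS bead mix 10 ug/ml final, 10 min RT. Signal loss = tyrosine-FITC cleavage. No-enzyme wells = max signal.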
Active calls of the source: *; ? = inconclusive; · = no result given; [ ] = another dose, or the depositor's remark. The call rests on the fitted dose curve; in most records, active means well fitted curve in the direction sought with a large enough effect; inconclusive means small, poorly fitted or top-dose-only effect, or another doubt; inactive means no such curve, though single readings can be large; an effect the other way counts as inactive or inconclusive. On the % scale 0 is the no-effect control and ±100 the full control effect; potency means the concentration at half of the fitted maximal effect.

1. COc1ccc(C(=O)NC2CC(=O)N(c3ccc4c(c3)OCCO4)C2)cc1 (stereo not given)
2. Cc1ccc(CSCC(=O)Nc2ccc(F)cc2)cc1
3. COc1ccc(OCCN2CCN(S(=O)(=O)c3ccccc3C(F)(F)F)CC2)cc1
4. CC1CC(N(C(=O)c2ccccc2Cl)c2ccccc2)c2ccccc2N1 (stereo not given)
5. COc1ccc(OC)c(C(=O)c2ccc(Cl)cc2)c1
6. COc1cc(/C=N/N2CCN(Cc3ccc(Cl)cc3)CC2)cc(Br)c1O
7. CC(=O)Nc1cccc(C(=O)N2CCN(S(=O)(=O)c3ccc4ccccc4c3)CC2)c1
8. Cc1c(N=C2N=C(NC(=O)c3cccs3)c3ccccc32)c(=O)n(-c2ccccc2)n1C

entry no.	1	2	3	4	5	6	7	8
TDP1 cell noCPT	-27%	2%	?	5.8µM*	3%	?	5%	?
DT40 TDP1 CPT	1%	-17%	?	7.3µM*	3%	?	-19%	?
TDP1 inh	-3%	1%	1%	9%	8%	·	·	5%

9. O=C(NCCC1CCCCN1S(=O)(=O)c1ccc(F)cc1)C(=O)NCc1cccnc1 (stereo not given)
10. Nc1nonc1-c1nc2ccccc2n1CC(=O)N1CCCCC1
11. Fc1ccc(-n2c(-c3ccco3)n[nH]c2=S)cc1
12. COC(=O)C1CC2=C(CCC2=O)N(c2ccccc2)C1=O (stereo not given)
13. CC1(OC(=O)C2CCCC2)C(=O)C=C2C=C(c3ccsc3)N(Cc3ccco3)C=C2C1=O (stereo not given)
14. COc1ccccc1NC(=S)NC(=O)c1ccc(Cn2cc(Br)cn2)cc1
15. O=C(Nc1cccnc1)c1ccc([N+](=O)[O-])s1
16. CCCOc1ccc(C(=O)Nc2cccc(NC(=O)c3cccc(Cl)c3)c2)cc1

entry no.	9	10	11	12	13	14	15	16
TDP1 cell noCPT	-13%	?	3%	4%	?	?	0.65µM*	-27%
DT40 TDP1 CPT	-14%	-11%	6%	5%	-27%	-15%	0.73µM*	-24%
TDP1 inh	1%	1%	·	·	18%[12.3 µM]	-3%	-2%	2%[2.28 µM]

17. Cc1cc(C(=O)N/N=C/c2ccc(-c3ccccc3Cl)o2)n[nH]1
18. CC(=O)c1ccc(NS(=O)(=O)c2cc3c(cc2C)N(C)CCO3)cc1
19. CCOc1cc(CNC(=O)c2ccc(Cn3c(=O)c4cccn4c4cccnc43)cc2)ccc1OC
20. Cc1c(C(=O)NCc2ccccc2)oc2ccc(S(=O)(=O)N3CCCC3)cc12
21. O=c1c(-c2ccccc2)nnc2sc(COc3ccc(Br)cc3)nn12
22. CC(C)(C)c1cc(CN2CCOCC2)c(C(=O)O)o1
23. CC(CCc1ccccc1)NC(=O)CNC(=O)N1CC(=O)Nc2ccccc21 (stereo not given)
24. CCCCN1C(=S)NC[C@@H]1Cc1ccccc1

entry no.	17	18	19	20	21	22	23	24
TDP1 cell noCPT	?	?	?	?	-14%	3%	8%	?
DT40 TDP1 CPT	-28%	10µM*	-28%	?	-6%	-2%	-2%	?
TDP1 inh	-14%	5%	8%	5%	·	-2%	1%	4%

25. O=C(COC(=O)c1cccnc1)Nc1cccc2ccccc12
26. O=C1C(c2ccc(F)cc2)N(CCc2ccc(Cl)cc2)C(=O)CN1C1CCCCC1 (stereo not given)
27. CC1CCCC(NC(=O)COC(=O)c2ccccc2NC(=O)c2ccco2)C1C (stereo not given)
28. CCC1(C)Cc2c(sc3[nH]c(=S)n(Cc4ccccc4)c(=O)c23)CO1 (stereo not given)
29. O=C(c1ccccc1)C1CN(Cc2ccccc2)CCC1(O)c1ccccc1 (stereo not given)
30. CCOC(=O)C1CCCN(C(=O)c2cccs2)C1 (stereo not given)
31. OCC1(CCOc2ccccc2)CCN(Cc2ccccc2C(F)(F)F)CC1
32. Cc1sc2nc(CN3CCOCC3)nc(NS(=O)(=O)c3ccccc3)c2c1C

entry no.	25	26	27	28	29	30	31	32
TDP1 cell noCPT	-2%	21µM*	2%	18µM*	12µM*	-9%	-27%	-6%
DT40 TDP1 CPT	14%	16µM*	-12%	?	7.3µM*	-12%	-12%	-14%
TDP1 inh	·	3%	0%	10%	4%	-1%	1%	5%

The last four entries of the section above open the next one:
29. O=C(c1ccccc1)C1CN(Cc2ccccc2)CCC1(O)c1ccccc1 (stereo not given)
30. CCOC(=O)C1CCCN(C(=O)c2cccs2)C1 (stereo not given)
31. OCC1(CCOc2ccccc2)CCN(Cc2ccccc2C(F)(F)F)CC1
32. Cc1sc2nc(CN3CCOCC3)nc(NS(=O)(=O)c3ccccc3)c2c1C
33. COc1ccc(CCNC(=O)C2CCC(=O)N(C3CCCCCC3)C2)cc1 (stereo not given)
34. Cc1c(C(=O)NC(=S)Nc2ccc(NC(=O)c3cccs3)cc2)oc2ccccc12
35. COc1ccc(C(c2oc(CO)cc(=O)c2O)c2oc(CO)cc(=O)c2O)cc1OC
36. CCn1ncc(C2=NOC(C(=O)Nc3cccnc3)C2)c1C (stereo not given)
37. COc1ccccc1-c1nnc(NC(=O)CSc2nncn2C)s1
38. CCC(=O)N/C(=N/c1nc(C)cc(C)n1)Nc1ccccc1
39. COc1ccc(-c2cn(CCc3c[nH]c4ccccc34)nn2)cc1
40. Cc1ccc2ncc(C(=O)N3CCN(c4ccccc4F)CC3)c(=O)n2c1

entry no.	29	30	31	32	33	34	35	36	37	38	39	40
TDP1 cell noCPT	12µM*	-9%	-27%	-6%	11%	-27%	-11%	-28%	5%	-15%	10µM*	-6%
DT40 TDP1 CPT	7.3µM*	-12%	-12%	-14%	-3%	?	11%	-23%	4%	2%	11µM*	0%
TDP1 inh	4%	-1%	1%	5%	0%	7%	-2%	-2%	-13%	·	·	0%

41. Cc1ccc(CS(=O)(=O)CCC(=O)NCCCOC(C)C)cc1
42. COc1ccc(NC(=O)N(C)C[C@H]2Oc3ccc(NC(=O)Nc4c(C)noc4C)cc3C(=O)N([C@H](C)CO)C[C@H]2C)cc1
43. CC(C)(C)NC(=O)NC(=O)COC(=O)c1cccc(F)c1
44. O=C(c1ccccc1O)N1CCOCC1
45. CN(c1ccccc1)S(=O)(=O)c1ccc(C(=O)NCC(c2ccco2)N2CCCCC2)cc1 (stereo not given)
46. Cc1cc(C)nc(Nc2n[nH]c(-c3ccc(C(C)(C)C)cc3)n2)n1
47. O=C1C=C(N2CCCCCC2)C(=O)N1c1ccc(Cl)cc1
48. COc1ccccc1OCCOc1ccc(/C=C2\C(=N)N3N=C(C)SC3=NC2=O)cc1

entry no.	41	42	43	44	45	46	47	48
TDP1 cell noCPT	-13%	-3%	-20%	-9%	15µM*	?	-18%	19%
DT40 TDP1 CPT	10%	-19%	13%	0%	?	-21%	-3%	6%
TDP1 inh	4%	0%	-3%	-1%	-1%	8%	·	2%

49. CCOC(=O)c1c(C)nc2c(C)cccn12
50. COc1ccc(-c2cc(C(F)(F)F)nc(SCC(=O)NCc3ccco3)n2)cc1OC
51. O=C(N/N=C/c1ccc(Cl)cc1)c1ccc2nc[nH]c2c1
52. CN(C)C=NC(=O)c1cc(C(=O)c2ccc(C(C)(C)C)cc2)c[nH]1
53. Cc1cc(C(=O)NC2CCCCC2)c2cc(F)ccc2n1
54. CC(C)NC(=S)NC(=O)c1ccc(Cl)cc1Cl
55. CCCCCn1c(CCCNC(=O)c2ccccc2OC)nc2ccccc21
56. O=C1C2C3C=CC(CC3)C2C(=O)N1c1ccccc1 (stereo not given)

entry no.	49	50	51	52	53	54	55	56
TDP1 cell noCPT	-10%	?	?	-21%	3%	?	18µM*	?
DT40 TDP1 CPT	?	?	?	?	28%	?	21µM*	4%
TDP1 inh	-2%	3%[56.1 µM]	·	4%	1%	0%	9%	·

57. CC(C)N(CC#CCC1(O)c2ccccc2-c2ccccc21)CCO
58. O=C(c1ccncc1)N1CCC2(CCCN(c3ccc(-c4ccccc4)cc3)C2)CC1
59. O=C(C1CC1)N1CCc2cc(Br)cc(S(=O)(=O)NCCN3CCOCC3)c21
60. CCN1CCN(C(CNS(=O)(=O)c2ccc(OC)cc2)c2cccnc2)CC1 (stereo not given)
61. O=C(CN1C(=O)S/C(=C\c2ccccc2F)C1=O)Nc1ccccc1O
62. Cc1cccc(-n2ncc3c2CCCC3NC(=O)CCN2Cc3ccccc3C2=O)c1C (stereo not given)
63. OCCN1C[C@H](O)[C@@H](O)[C@H](O)[C@H]1CO
64. Cc1ccc(CNC(=O)c2ccc(N3CCC4(CC3)CC(c3ccccc3)=NO4)c(NC(=O)c3ccco3)c2)cc1

entry no.	57	58	59	60	61	62	63	64
TDP1 cell noCPT	-12%	?	-8%	-3%	-9%	?	3%	?
DT40 TDP1 CPT	-14%	?	-9%	4%	-21%	?	-5%	?
TDP1 inh	-1%	·	2%	4%	·	5%	3%	·

65. CC1CCC(C(=O)NC(C(=O)OCC(=O)c2ccc(Br)cc2)C(C)C)CC1 (stereo not given)
66. CCOc1ccccc1CNC(=O)c1cnn(-c2ccc(C)cc2)c1-n1cccc1
67. Cc1ccc(C2=CC(c3ccccc3)n3ncnc3N2)cc1 (stereo not given)
68. Cc1cc(O)ccc1Nc1nc(-c2sc(N)nc2C)cs1
69. O=C(O)CC(Cc1ccc(Cl)cc1)C(=O)Nc1ccc([N+](=O)[O-])cc1 (stereo not given)
70. CC(=O)N1CCc2cc(S(=O)(=O)NC3CCCc4ccccc43)ccc21 (stereo not given)
71. CCOP(=O)(OCC)c1nc(/C=C/c2ccccc2)oc1NCc1ccccc1
72. Cc1cc(C)cc(N2C(=O)C=CC2=O)c1

entry no.	65	66	67	68	69	70	71	72
TDP1 cell noCPT	21µM*	21µM*	?	-14%	-1%	14µM*	?	0.82µM*
DT40 TDP1 CPT	?	?	?	3%	2%	13µM*	?	0.73µM*
TDP1 inh	·	0%	·	8%	1%	5%	-2%	·

73. CC(C)C(OC(=O)c1nsc(Cl)c1Cl)C(=O)NC(C)(C)C (stereo not given)
74. O=C(NCc1ccccc1Cl)C1CC(=O)N(Cc2ccccc2)C1 (stereo not given)
75. CCN(CC)CCNC(=O)C(=O)NCC(c1ccc2c(c1)OCO2)N1CCOCC1 (stereo not given)
76. Cc1ccc(S(=O)(=O)c2nc(Cc3ccccc3)oc2N2CCOCC2)cc1
77. CCOC(=O)c1c(NC(=O)c2cccnc2)sc(C)c1C
78. Cc1cc(-c2ccccc2)nc(Oc2ccc(C(C)(C)C)cc2)c1S(C)(=O)=O
79. Cc1occc1-c1nnc(SCC(=O)O)n1-c1ccccc1
80. Nc1cc(=O)[nH]c(SCC(=O)N2CCCc3ccccc32)n1

entry no.	73	74	75	76	77	78	79	80
TDP1 cell noCPT	-10%	1%	-6%	-18%	-22%	21µM*	5%	7%
DT40 TDP1 CPT	-20%	-1%	3%	1%	?	?	-6%	-15%
TDP1 inh	-1%	-2%	1%	-10%	-2%	2%	-5%	-3%

81. COc1ccc(NC(=O)CSc2nnc(-c3ccccc3)n2N)cc1
82. O=C(NCCc1nc2ccccc2n1Cc1ccc(Cl)cc1Cl)c1ccco1
83. O=C(COC(=O)c1ccc(Cl)nc1)NCCc1ccccc1
84. CCOC(=O)C1(CC2CCCCO2)CCN(Cc2nc(C(C)C)cs2)CC1 (stereo not given)
85. CC(C)(C)C(=O)CSc1ncnc2c1cnn2Cc1ccccc1
86. COc1cc(OC)c(NS(=O)(=O)c2coc(C(N)=O)c2)cc1Cl
87. Cc1ccc(-n2c(C)cc(C(=O)COC(=O)c3c(C)noc3C)c2C)cc1
88. Cc1[nH]c2ccccc2c1C(O)CN1CCC2(CC1)OCCO2 (stereo not given)
89. CSc1ccc(CNC(=O)C2(C)CCN2C(C)C)cc1 (stereo not given)

entry no.	81	82	83	84	85	86	87	88	89
TDP1 cell noCPT	-4%	1.8µM*	26%	?	15µM*	-14%	9.2µM*	16µM*	-17%
DT40 TDP1 CPT	0%	1.8µM*	-12%	16µM*	-11%	-10%	9.2µM*	?	-14%
TDP1 inh	2%	5%	1%	3%	·	0%	11%	3%	·
